# Bioassay records as filed in PubChem BioAssay.
# HCMV antiviral: blocks human cytomegalovirus replication. HFF cells, HCMV-luciferase reporter, 72 h; hits give low values. activity change, negative = inhibition, % at 57.5 µM. hit rate 4.5% among 410,000. AID 1259415; in the data active means activity change below about -60%; inconclusive means no clear call, values can overlap the other calls; inactive means above about -39%
#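 Inhibition of viral replication was scored as loss of reporter luminescence in HFFs infected with HCMV-luciferase (MOI 1 PFU/cell) for 72 h; compounds tested at 2 doses, normalized to buffer and Salinomycin controls.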
# Giardia FBPA inh: blocks Giardia fructose-bisphosphate aldolase activity; Potency, µM (series often up to 59.6 µM), for inactives: at the highest dose activity, negative = inhibition, actives largely listed as inhibitors; A8B2U2; hit rate 0.71% among 290,000; purified Giardia FBPA; further: potency means the concentration at half of the fitted maximal effect; nearly all actives have a fitted effect of over 55% in size
# Target sequence (A8B2U2 whole entry, looked up): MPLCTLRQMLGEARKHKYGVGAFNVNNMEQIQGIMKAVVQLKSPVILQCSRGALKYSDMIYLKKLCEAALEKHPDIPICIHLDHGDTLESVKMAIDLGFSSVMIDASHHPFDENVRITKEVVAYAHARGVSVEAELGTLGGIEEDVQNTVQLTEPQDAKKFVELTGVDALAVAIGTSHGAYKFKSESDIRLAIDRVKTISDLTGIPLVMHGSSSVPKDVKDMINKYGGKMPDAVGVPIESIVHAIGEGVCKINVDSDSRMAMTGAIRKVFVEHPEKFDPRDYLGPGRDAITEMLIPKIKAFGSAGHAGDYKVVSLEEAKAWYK
#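 40 nM FBPA preincubated 10 min at RT with compound (up to 57.5 uM final), then substrate plus GAPDH/TPI/NAD/arsenate coupling and diaphorase/resazurin added. Fluorescence read after 20 min at RT, 525/598 nm.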
# AmpC inh no detg: AmpC beta-lactamase inhibition without detergent; P00811; AmpC nitrocefin hydrolysis, absorbance 480 nm, 0.0001% Triton; Potency, µM (doses to about 57.1 µM), for the others: at the top dose activity change, negative = inhibition, most hits filed as inhibitors; hit rate 0.52% among 330,000; AID 485341;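 further: potency means the concentration at half of the fitted maximal effect; plate controls were no compound for no effect and no enzyme for full effect; nearly all actives have a fitted effect of over 20% in size; some results filed as inactive show a strong effect at the top dose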
# Target sequence (P00811 whole entry, looked up): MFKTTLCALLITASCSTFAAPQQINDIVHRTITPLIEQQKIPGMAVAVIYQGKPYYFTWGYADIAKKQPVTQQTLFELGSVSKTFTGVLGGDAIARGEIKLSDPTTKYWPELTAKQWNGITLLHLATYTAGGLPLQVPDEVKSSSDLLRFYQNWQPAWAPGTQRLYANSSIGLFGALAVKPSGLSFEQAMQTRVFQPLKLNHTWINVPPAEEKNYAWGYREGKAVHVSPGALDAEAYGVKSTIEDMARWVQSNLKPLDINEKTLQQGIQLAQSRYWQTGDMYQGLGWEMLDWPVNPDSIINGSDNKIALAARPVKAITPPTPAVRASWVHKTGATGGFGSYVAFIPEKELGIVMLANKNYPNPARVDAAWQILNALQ
#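 AmpC (5.3 nM in the dispensed reagent) in 20 mM phosphate pH 7.0 with 0.01% (detergent screen) or 0.0001% Triton X-100 was preincubated with compounds for 15 min at room temperature. Nitrocefin was then added from an 800 uM solution, and hydrolysis was followed at 480 nm.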
# HCV inh: blocks hepatitis C virus; hit rate 3.4% among 340,000; AID 651820; Huh7.5.1 HCVcc-Cre infection, luciferase reporter, 44 h; Potency, µM (titrated, usually from 41.8 µM), for the others: at the highest dose activity change, negative = inhibition, actives largely listed as inhibitors; further: potency means the concentration at half of the fitted maximal effect
#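 Whole-lifecycle infectious HCVcc-Cre system; cells 1,000/well, compound then virus (~0.5 moi) added 4 h after plating, 44 h culture. Luciferase read 15 sec following 15 min substrate incubation, room temp.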
# Sm TGR block: blocks Schistosoma mansoni thioredoxin glutathione reductase; Q962Y6; AID 485364; Potency, µM (titrated, usually from 114 µM), without a hit: at the highest dose activity change, negative = inhibition, actives largely listed as inhibitors; purified TGR, DTNB reduction, TNB absorbance 405 nm; hit rate 3% among 360,000; further: potency means the concentration at half of the fitted maximal effect; nearly all actives have a fitted effect of over 60% in size
#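 First, TGR (20 nM dispensed) and NADPH were mixed with compound. Second, a 15 min room-temperature incubation followed. Third, further NADPH and then DTNB were added to start the reaction. Finally, TNB absorbance was monitored kinetically.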
# AmpC detergent: inhibitors of E. coli AmpC beta-lactamase with detergent | AmpC hydrolysis of nitrocefin, absorbance 480 nm, 0.01% Triton | hit rate 0.041% among 370,000 | Potency, µM (doses to about 114 µM), for the others: at the highest dose activity change, negative = inhibition, usual class: inhibitors | P00811;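 further: potency means the concentration at half of the fitted maximal effect; 0% = no-compound wells and -100% = no-enzyme wells; nearly all actives have a fitted effect of over 25% in size; some results filed as inactive show a strong effect at the top dose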
#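 AmpC (5.3 nM in the dispensed reagent) in 20 mM phosphate pH 7.0 with 0.01% (detergent screen) or 0.0001% Triton X-100 was preincubated with compounds for 15 min at room temperature. Nitrocefin was then added from an 800 uM solution, and hydrolysis was followed at 480 nm.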
# * = called active by the depositor; ? = inconclusive; · = not tested or not shown; & = joins results of further samples; [ ] = another dose, or the depositor's remark. Unless noted, the call rests on the fitted dose curve; in most records, active means well fitted curve in the direction sought with a large enough effect; inconclusive means small, poorly fitted or top-dose-only effect, or another doubt; inactive means no such curve, though single readings can be large; an effect the other way counts as inactive or inconclusive. Unless noted, on the % scale 0 is the no-effect control and ±100 the full control effect.
# The first 2 records, ahead of the listing:
# Labels used below: A = HCMV antiviral; B = Giardia FBPA inh; C = AmpC inh no detg; D = HCV inh; E = Sm TGR block; F = AmpC detergent
> COCc1nnc(NC(=O)CCS(=O)(=O)c2ccccc2)s1
  A: -4; B: -1%; C: -13%; D: ?; E: -2%; F: 0%

> COc1cc(OC)c(OC)cc1CN1CCc2nc(N3CCN(c4ccccc4F)CC3)ncc2C1
  A: -21; B: ·; C: ·; D: ·; E: -5%; F: -6%

# All compounds of this part, previewed entries included:
# Labels used below: A = HCMV antiviral; B = Giardia FBPA inh; C = AmpC inh no detg; D = HCV inh; E = Sm TGR block; F = AmpC detergent
> COCc1nnc(NC(=O)CCS(=O)(=O)c2ccccc2)s1
  A: -4; B: -1%; C: -13%; D: ?; E: -2%; F: 0%

> COc1cc(OC)c(OC)cc1CN1CCc2nc(N3CCN(c4ccccc4F)CC3)ncc2C1
  A: -21; B: ·; C: ·; D: ·; E: -5%; F: -6%

> O=C1CCCc2sc3c(c2N1)CCCCC3
  A: 73; B: -5%; C: -6%; D: 15%; E: 3%; F: -2%

> COCc1ccc(C(=O)N2CCCC(N3CCN(c4ccccc4C)CC3)C2)s1 (configuration not stated)
  A: 16; B: ·; C: 133%[activator]; D: -30%; E: -35%; F: 3%

> CCOC(=O)C1=C(COC(=O)CNC(=O)c2ccc(Cl)cc2Cl)NC(=O)NC1C (configuration not stated)
  A: 9; B: ·; C: -5%; D: ?; E: 3%; F: -6%

> Cc1ccc(C2N3CCCN23)cc1 (configuration not stated)
  A: 40; B: 3%; C: -13%; D: 15%; E: 11%; F: 5%

> CN(C(=O)c1ccc(OC2CCN(CCc3ccccc3)CC2)cc1)C1CCOC1 (configuration not stated)
  A: -25; B: -1%; C: 1%; D: 2%; E: -9%[57.1 µM]; F: -3%

> O=C(CCCc1ccccc1)NCCc1cnc[nH]1
  A: 3; B: -12%; C: -8%; D: 3%; E: -7%; F: -10%

> O=C(NNC(=O)C1CCCO1)c1ccccc1Cl (configuration not stated)
  A: 32; B: 0%; C: 0%; D: -3%; E: -2%; F: ?

> COc1ccccc1C(=O)N1CCCC(c2nc(-c3cc(OC)c(OC)c(OC)c3)no2)C1 (configuration not stated)
  A: 49; B: 0%; C: 71%[activator]; D: -27%&-6%; E: -1%; F: -13%

> Cc1cc2nc(SCC(=O)Nc3nonc3C)c3c(c2cc1C)CCCC3
  A: 15; B: 4%; C: -20%; D: -18%; E: 1%; F: -9%

> CC(=O)c1cccc(-n2nnnc2SCC(=O)N2CCCC2)c1
  A: -4; B: -2%; C: -3%; D: ?; E: -2%; F: ?

> O=C(CN1CCC(C(=O)c2ccc3c(c2)OCCO3)CC1)NC1CCCC1
  A: -5; B: -2%; C: 59%; D: -8%; E: 0%; F: -11%

> COC1CCN(Cc2c(C(=O)N3CCN(C4CCCCC4)CC3)nc3ccccn23)CC1
  A: ·; B: ·; C: 64%[activator]; D: -13%; E: -9%; F: 0%

> COc1cc(OC)cc(C(=O)N2CCC(C(=O)N3CCOCC3)CC2)c1
  A: 1; B: 9%; C: -27%; D: 21%; E: -13%; F: -7%

> O=c1[nH]c2ccc(NCc3ccc(OCc4ccccc4Cl)cc3)cc2[nH]1
  A: -34; B: 4%; C: -48%; D: -8%; E: -23%; F: -2%

> O=C(CN(C(=O)C1CSC(=O)C1)c1cccc(F)c1)NCc1ccc2c(c1)OCO2 (configuration not stated)
  A: -7; B: 1%; C: -11%; D: 19%; E: 1%; F: -3%

> CCCC(c1nnnn1CCc1ccccc1)N1CCN(C2CCCC2)CC1 (configuration not stated)
  A: -10; B: 7%; C: 23%; D: ?; E: -28%; F: -5%

> O=C(NN1C(=O)C2C3CCC(O3)C2C1=O)c1ccco1 (configuration not stated)
  A: -11; B: 2%; C: 0%; D: 39%[activator]; E: -13%; F: ?

> CCOC(=O)CC1CCCCN1Cc1cn[nH]c1-c1ccc(F)cc1F (configuration not stated)
  A: 0; B: 2%; C: -7%; D: 5%; E: -1%; F: 6%

> COc1cccc(/C=N/NC(=O)CC(C)O)c1OC/C=C/c1ccccc1 (configuration not stated)
  A: ?; B: -3%; C: 47%; D: ·; E: 3%; F: ?

> Cc1ccc(S(=O)(=O)CCC(=O)NCc2ccccc2Cl)cc1
  A: 12; B: -1%; C: 0%; D: 15%; E: 8%; F: 0%

> CN1CCN(c2nc(-c3ccccc3)nc(-c3ccccc3)c2C#N)CC1
  A: -10; B: 1%; C: -3%; D: ?; E: -11%; F: -2%

> CC(C)NC(=O)c1ccc(-c2ccccc2C(F)(F)F)o1
  A: -17; B: 0%; C: 25%; D: 14%; E: -14%; F: -4%

> COc1ccc(-n2cc(-c3ccccc3)c3c(N4CC(C)OC(C)C4)ncnc32)cc1 (configuration not stated)
  A: 14; B: -7%; C: 144%[activator]; D: ?; E: -8%; F: -2%

> Cc1c(N/C(=N/S(=O)(=O)c2ccc(Cl)cc2)c2ccccc2)c(=O)n(-c2ccccc2)n1C
  A: -10; B: 8%; C: 6%; D: 5%; E: -3%; F: -12%

> Cc1ccc(C)c(NC(=O)C2CCCN(c3cnccn3)C2)c1 (configuration not stated)
  A: -9; B: ·; C: -20%; D: 13%; E: 2%; F: -1%

> CC1CCN(C2(O)C(=O)Nc3ccc(Cl)cc32)CC1 (configuration not stated)
  A: -29; B: -7%; C: -43%; D: 16%; E: 3%; F: ?

> Cc1cc(Nc2cccc(Cl)c2)nc2ccc(NC(=O)Cc3ccc(Cl)cc3)cc12
  A: -104*; B: ·; C: ·; D: ·; E: 8%; F: 22%

> O=C(CSc1ccc2nnc(-c3ccncc3)n2n1)NCc1ccco1
  A: -10; B: -12%; C: -6%; D: -7%; E: 3.2µM*; F: 1%

> O=C(COC(=O)C1CC(=O)N(CCc2ccccc2)C1)c1ccc[nH]1 (configuration not stated)
  A: -9; B: ·; C: -7%; D: 11%; E: -2%; F: -4%

> Cc1ccc(S(=O)(=O)N2CCCC(C(=O)NCC3CCCO3)C2)cc1 (configuration not stated)
  A: 34; B: 3%; C: -10%; D: 11%; E: 2%; F: ?

> Cn1nc(C(=O)OCC(=O)Nc2ccc(S(N)(=O)=O)cc2)c2ccccc2c1=O
  A: 0; B: 10%; C: 101%[activator]; D: 0%; E: -6%; F: -2%

> Cc1ccc2nc(-c3ccccc3)cc(C(=O)N3CCN(c4ccccc4O)CC3)c2c1
  A: 8; B: ·; C: 5%; D: 1%; E: -20%; F: -15%

> CCOc1ccc(S(=O)(=O)N2CCN(Cc3ccc4c(c3)OCO4)CC2)cc1C
  A: -15; B: 8%; C: -1%; D: 11%; E: -1%; F: -11%

> O=C1NCC2=C1C(c1ccc(Br)cc1)Nc1ccccc1N2 (configuration not stated)
  A: 2; B: -11%; C: -10%; D: 14%; E: -7%; F: -2%

> CCOc1cccc(NC(=O)C2CC(=O)N(C)C(=Nc3ccc(OC)cc3)S2)c1 (configuration not stated)
  A: 20; B: ·; C: ·; D: ·; E: -5%; F: -1%

> CC1CCCN(C(=O)c2ccc(CNc3c(N4CCCCC4)c(=O)c3=O)cc2)C1 (configuration not stated)
  A: -30; B: -4%; C: 42%; D: 3%; E: 2%; F: 8%

> Cc1ccc(N(Cc2ccccc2)C(=O)c2ccc(C)c(S(=O)(=O)N3CCOCC3)c2)cc1
  A: ?; B: ·; C: 96%[activator]; D: 32µM*; E: -4%; F: -5%

> CCSc1nc2c(cnn2-c2ccc(C)cc2)c(=O)[nH]1
  A: -13; B: -12%; C: -33%; D: -5%; E: -2%; F: -9%

> CCn1cc(S(=O)(=O)c2cc(C)cc(C)c2)c(=O)c2cc(F)c(N3CCOCC3)cc21
  A: 43; B: ·; C: ·; D: ·; E: 1%; F: -2%

> COCCCN1C(=O)c2ccc(C(=O)OCC(=O)NCCc3ccccc3)cc2C1=O
  A: 3; B: 2%; C: -14%; D: 24%; E: 4%; F: -4%

> CC(NC(=O)Cc1ccccc1)C(c1ccccc1)N1CCOCC1 (configuration not stated)
  A: 3; B: 7%; C: -11%[11.4 µM]; D: 14%; E: 13%; F: ?

> Cc1ccc(Cc2cn3cc(-c4ccccc4)nc3s2)cc1
  A: 16; B: ·; C: ·; D: ·; E: 0%; F: -4%

> N#C/C(=C\c1cn(CCOc2ccccc2F)c2ccccc12)C(=O)NCc1cccs1
  A: -7; B: 6%; C: -23%; D: 6%; E: 5%; F: -10%

> Cc1ccccc1-c1noc(CCC(=O)NCCc2ccccc2)n1
  A: 16; B: -2%; C: -10%; D: -11%; E: 9%; F: -7%

> COc1ccccc1CC(=O)Nc1ccc2[nH]ncc2c1
  A: -16; B: 0%; C: -7%; D: -5%; E: -22%; F: -9%

> Cc1cc(OCCn2cc(C(=O)c3ccco3)c3ccccc32)ccc1Cl
  A: -4; B: ·; C: ·; D: ·; E: 11%; F: 32%[activator]

> CN(C)C(=O)CSc1nc2cc(S(=O)(=O)N3CCOCC3)ccc2o1
  A: -18; B: ·; C: -17%; D: -15%; E: ·; F: ·

> COc1ccccc1CNC(=O)CN1C(=O)NC(C)(c2ccc(C(C)(C)C)cc2)C1=O (configuration not stated)
  A: -1; B: -4%; C: 49%; D: ?; E: -1%; F: 1%

> CC(C)(C)NC(=O)C(c1ccccn1)N(C(=O)C1CSC(=O)C1)c1cccc(F)c1 (configuration not stated)
  A: -4; B: 2%; C: 5%; D: 6%; E: 5%; F: 8%

> Cc1cc(N(C)Cc2ccccc2)n2nc(-c3ccc(C(C)(C)C)cc3)nc2n1
  A: ?; B: ·; C: ·; D: ·; E: -12%; F: -2%

> O=C(Cn1cnc2ccccc2c1=O)Nc1nnc(SCc2ccc(Cl)cc2)s1
  A: -3; B: 9%; C: -25%; D: 6%; E: 2%; F: -2%

> Cc1ccc(-n2c(C)cc(C(=O)OCC(=O)N(CC(C)C)C3CCS(=O)(=O)C3)c2C)cc1 (configuration not stated)
  A: 35; B: 6%; C: 175%[activator]; D: 2%; E: 14%; F: 10%

> CC1CCc2nn(CC(=O)NCCN3CCOCC3)cc2C1 (configuration not stated)
  A: -19; B: 1%; C: 11µM*; D: -2%; E: 4%; F: 0%

# Compound profiles (already shown). Screens in order: HCMV antiviral, Giardia FBPA inh, AmpC inh no detg, HCV inh, Sm TGR block, AmpC detergent
# O=C(Cn1cnc2ccccc2c1=O)Nc1nnc(SCc2ccc(Cl)cc2)s1 in the list: -3, 9%, -25%, 6%, 2%, -2%
# Cc1cc(N(C)Cc2ccccc2)n2nc(-c3ccc(C(C)(C)C)cc3)nc2n1 in the list: ?, ·, ·, ·, -12%, -2%
# COc1ccccc1CC(=O)Nc1ccc2[nH]ncc2c1 in the list: -16, 0%, -7%, -5%, -22%, -9%
# CC1CCc2nn(CC(=O)NCCN3CCOCC3)cc2C1 (configuration not stated) in the list: -19, 1%, 11µM*, -2%, 4%, 0%
